Source: PubChem BioAssay
Myeloid diff 2 – myeloid differentiation induction. ER-HoxA9 myeloid progenitors, lysozyme-GFP differentiation, flow cytometry. calls only at 10 µM. 360,000 tested, 1% active;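 active = normalized GFP-positive differentiation at or above the plate's own cutoff, the solvent-only control mean plus 3 SD; inconclusive = no clear call, values can overlap the other calls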;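 note: cells exposed to compound for four days before flow analysis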
Myeloid diff 2 GFP+ MAC1+ % – recorded beside Myeloid diff 2, whose call it bears; GFP+ MAC1+ double positive, %; measured here: differentiation confirmed by MAC1 staining
Numbers without * were called inactive; i = inactive; u = inconclusive; x = no result given; + = active, no number. The list is partial. The share of hits here may be higher or lower than overall.

Screens in order: Myeloid diff 2 GFP+ MAC1+ % | Myeloid diff 2
- O=C(C[C@H]1C[C@H](C(=O)N2CCCCC2)[C@@]2(CCc3ccccc3)c3[nH]c4ccc(Cl)cc4c3CCN2C1=O)NCc1cccc(C(F)(F)F)c1
    0.1 | i
- c1cc2c3c(cccc3c1)NN=N2
    x | u
- CC(C)(C)c1ccc2c(c1)C(c1ccc3c(c1)OCO3)CC(=O)O2 (configuration not stated)
    0.9 | i
- O=C1C2CCC(C2)C1CN1CCOCC1 (configuration not stated)
    0.5 | i
- CCc1ccc(NC(=O)C(C)OC(=O)CCN2C(=O)C3CC=CCC3C2=O)cc1 (configuration not stated)
    0.1 | i
- CC(C)CC1NC(=O)N(CC(=O)Nc2ccc(OC(F)F)cc2)C1=O (configuration not stated)
    0.8 | i
- COc1ccc(CNC[C@H]2O[C@@H](n3ccc(=O)[nH]c3=O)[C@H](O)[C@@H]2O)cc1
    0.9 | i
- CC[C@H](C)[C@@H](CO)NC(=O)[C@H]1O[C@@H](n2ccc(=O)[nH]c2=O)[C@H](O)[C@@H]1O
    0.1 | i
- Cc1ccccc1C(=O)c1ccccc1C(=O)c1ccccc1
    0.6 | i
- COc1ccc(NC(=O)c2cccc3c(-c4cnn(C)c4)coc23)cc1
    1.2 | i
- S=C(Nc1ccccc1)Nc1ccc2ccccc2c1
    0.7 | i
- C[C@@H]1CN([C@H](C)CO)C(=O)CCCn2cc(nn2)CO[C@H]1CN(C)C(=O)Nc1ccc(C(C)(C)C)cc1
    0.9 | i
- COc1ccc(CNC(=O)c2sc(=O)n(Cc3ccc(C)cc3)c2C)cc1OC
    2.8 | i
- COc1ccc(-c2nn(-c3ccccc3)cc2CNC[C@H]2O[C@@H](n3cnc(C(N)=O)n3)[C@H](O)[C@@H]2O)cc1
    0.6 | i
- Cc1cc(C(=O)NNC(C)Cc2ccccc2)no1 (configuration not stated)
    0.4 | i
- Nc1ccc2c(c1)C1(CCC2)NC(=O)NC1=O (configuration not stated)
    0.8 | i
- CC(=O)Nc1ccc(-c2noc(-c3csc([C@@H]4C[C@H](O)[C@@H](CO)O4)n3)n2)cc1
    1.1 | i
- COc1ccc(CNC(=O)C2CCC(=O)N(C3CCCCCC3)C2)c(OC)c1 (configuration not stated)
    1.4 | i
- O=C(NCc1cccc(C(F)(F)F)c1)c1csc(COCCO)n1
    0.0 | i
- Cc1ccc(C(=O)Nc2cccnc2)cc1C
    0.5 | i
- O=C1NC[C@H](CCCCN2CCN(Cc3ccccc3)C(=O)C2=O)N(Cc2ccccc2)C1=O
    0.6 | i
- CC(C)(C)S(=O)N1Cc2cn(Cc3ccccc3)c(=O)cc2[C@@H]1CCO (some centres not stated)
    0.4 | i
- COc1ccc(NC(=O)COC(=O)c2ccc(S(=O)(=O)N3CCCCC3)cc2)c(OC)c1
    2.2 | i
- COc1ccc(CCNC(=O)C(=O)c2cn(CC(=O)N3CCCC3)c3ccccc23)cc1
    0.6 | i
- C=CCN(CC=C)Cc1cc(=O)oc2cc(C)c(C)cc12
    0.9 | i
- O=C(CSc1nnc(C2CC2)n1C1CC1)c1cc(F)ccc1F
    1.6 | i
- Cc1ccccc1S(=O)(=O)N(C)C[C@H]1OCc2cnnn2CCCC(=O)N([C@H](C)CO)C[C@H]1C
    2.4* | +
- CCOC(=O)C1=CCN(S(=O)(=O)c2ccc(F)cc2)C1c1cccc(F)c1 (configuration not stated)
    1.0 | i
- COC(=O)c1ccc2nc(-c3ccc(C)cc3)c(Cc3cccc(Cl)c3)n2c1
    0.9 | i
- CC(=O)N(C)C[C@@H]1Oc2ncc(C#Cc3ccc(F)cc3)cc2C(=O)N([C@@H](C)CO)C[C@H]1C
    1.6 | i
- CC1(Cc2ccccc2C#N)C(=O)Nc2cc(-c3ccccc3Cl)ccc21 (configuration not stated)
    1.2 | i
- Cc1ccc(Cc2c(-c3ccc(F)cc3)nc3c(C)cc(Br)cn23)cc1
    0.7 | i
- CC(=O)OC1CCC2(C)C(CCC3C2CC(=O)C2(C)C3CC(C(C(C)=O)C(C)=O)C2C(C)=O)C1 (configuration not stated)
    0.7 | i
- CCCCCCCCN1C(=O)[C@H](CC(=O)NCc2ccc(OC)c(OC)c2)C[C@@]2(C(=O)OCC)CCC=C12
    2.6 | i
- CN(C(=O)COC(=O)COc1ccc2ccccc2c1)c1ccccc1
    0.5 | i
- CC1=C(C(=O)N2CCOCC2)CC(CC(=O)NC(c2ccccc2)c2ccccc2)C(=O)N1Cc1ccc(C(C)(C)C)cc1 (configuration not stated)
    0.4 | i
- CN(CC(=O)Nc1cc(C(F)(F)F)ccc1-n1cncn1)Cc1ccccc1N1CCOCC1
    0.7 | i
- CCOC(=O)C1C(C(=O)OC)=C(c2ccc(OC)cc2)c2ccc(OC)cc2N1S(=O)(=O)C(F)(F)F (configuration not stated)
    2.6 | i
- Cc1cc(Br)cn2c(Cc3ccccc3)c(-c3cccc(Cl)c3)nc12
    0.5 | i
- C[C@@H]1CN([C@H](C)CO)S(=O)(=O)c2ccc(C#Cc3ccccc3)cc2O[C@@H]1CN(C)C(=O)CN(C)C
    0.6 | i

Not a retest: entries from further up.
Screens in order: Myeloid diff 2 GFP+ MAC1+ % | Myeloid diff 2
- CN(CC(=O)Nc1cc(C(F)(F)F)ccc1-n1cncn1)Cc1ccccc1N1CCOCC1
    0.7 | i
- CCOC(=O)C1C(C(=O)OC)=C(c2ccc(OC)cc2)c2ccc(OC)cc2N1S(=O)(=O)C(F)(F)F (configuration not stated)
    2.6 | i
- Cc1cc(Br)cn2c(Cc3ccccc3)c(-c3cccc(Cl)c3)nc12
    0.5 | i
- C[C@@H]1CN([C@H](C)CO)S(=O)(=O)c2ccc(C#Cc3ccccc3)cc2O[C@@H]1CN(C)C(=O)CN(C)C
    0.6 | i

(listing goes on)
Screens in order: Myeloid diff 2 GFP+ MAC1+ % | Myeloid diff 2
- Cc1cccc(-c2cc(N3CCCN(C)CC3)n3nccc3n2)c1
    1.9 | i
- O=C(NCc1ccccc1)C(c1ccc(-c2ccccc2)cc1)n1c(=O)c(-c2ccco2)nc2ccccc21 (configuration not stated)
    5.8 | i
- C=CCC1CCCCC1=C(C#N)c1ccccc1 (configuration not stated)
    0.3 | i
- COc1ccc(OCC(=O)N2CCc3ccccc32)c([N+](=O)[O-])c1
    0.9 | i
- CC(C)c1ccc(CC(=O)N2CCC2(C)C(=O)Nc2ccc3c(c2)OCO3)cc1 (configuration not stated)
    0.2 | i
- Cc1ccc(C(=O)CCC(=O)N2CCN(C/C=C/c3ccccc3)CC2)cc1
    0.9 | i
- CCCC(=O)N1CCC1(C)C(=O)NCc1ccc(SC)cc1 (configuration not stated)
    1.5 | i
- Cc1cccc(C)c1NC(=O)C1(C)CCC(=O)N1C1CCN(Cc2ccccc2)CC1 (configuration not stated)
    1.6 | i
- O=c1cc(-c2ccc(OCc3ccccc3)cc2)oc2cc(OCc3ccccc3)cc(OCc3ccccc3)c12
    3.3 | i
- O=C(NC(c1ccc(-c2ccccc2)cc1)c1cnccn1)C1CCN(Cc2ccc(Oc3ccccc3)cc2)CC1 (configuration not stated)
    0.8 | i
- CCCNC(=O)N[C@H]1C=C[C@H](CC(=O)NC2CCCCC2)O[C@@H]1CO
    1.9 | i
- C=CCOC(=O)Nc1nc(CCNC(=O)OCc2ccccc2)c(C(=O)O)s1
    3.1 | i
- Cc1cccc(C2=NN(c3ccccc3)[C@H](CO)[C@H]2c2ccc(F)cc2)c1
    0.6 | i
- CC1OC(=O)c2cc3ccccc3nc21 (configuration not stated)
    0.5 | i
- CC(C)CN(C(=O)COC(=O)/C=C/c1ccc(Cl)c(Cl)c1)c1c(N)n(Cc2ccccc2)c(=O)[nH]c1=O
    0.6 | i
- CCCCn1nnnc1C(c1ccccc1)N1CCN(C(=O)c2ccco2)CC1 (configuration not stated)
    0.6 | i
- CN(CCCn1cnc2c(OCc3ccccc3)ncnc21)CCc1ccccn1
    0.5 | i
- COc1cccc(-c2cnc3c(NC(C)=O)cc(-c4cccc(C(=O)N(C)C)c4)cn23)c1
    1.3 | i
- CCC(=O)N1CCC(C)(C(=O)Nc2nccc3ccccc23)C1 (configuration not stated)
    0.9 | i
- COc1ccccc1N1CCN(S(=O)(=O)CCNC(=O)c2ccco2)CC1
    0.8 | i
- O=C(O)c1[nH]c(-c2ccccc2)c2c1C(=O)N(C1CC1)C2=O
    1.0 | i
- COc1ccc(-c2ccc(C(=O)NCc3ccc(F)c(F)c3)c3occc23)c(C)c1
    1.5 | i
- C[C@@H]1O[C@H](CCc2cccc(Cl)c2)CC2=C1C(=O)OC(C)(C)O2
    1.3 | i
- CCCCCCCCN1C(=O)[C@H](CC(=O)NCCc2ccccc2OC)C[C@@]2(C(=O)OCC)CCC=C12
    0.5 | i
- COc1ccc(S(=O)(=O)N2CCN(Cc3cc4c(cc3Br)OCCO4)CC2)cc1
    1.4 | i
- CC1=CC(C)(C(Cl)(Cl)Cl)C(C)=CC1=NO (configuration not stated)
    2.3 | i
- COc1ccc(-c2ccc(CN3C(CC(C)C)C(=O)N(Cc4cn(CC5CCCCC5)nn4)CCS3(=O)=O)cc2)cc1 (configuration not stated)
    1.0 | i
- CC(=O)Nc1cccc(NC(=O)c2cccc(Cl)c2)c1
    1.1 | i
- O=S(=O)(CCN1CCCCC1)CCS(=O)(=O)CCN1CCCCC1
    1.2 | i
- CCOC(=O)CC1(CCc2ccccc2)Oc2ccccc2O1
    1.3 | i
- CCCc1c(C(=O)N/N=C(\C)c2ccccc2O)nnn1-c1nonc1N
    0.8 | i
- COc1cccc(C(=O)N2CCC[C@H]2C(=O)N2CCC[C@H]2C(=O)N[C@H](C)c2ccccc2)c1
    0.8 | i
- O=C(CN1C(=O)c2ccccc2C1=O)NC1(C(=O)O)CCCC1
    0.8 | i
- CC(C)c1ccc(C(=O)N2CCOCC2c2cc(C(=O)Nc3ccccc3)no2)cc1 (configuration not stated)
    1.6 | i
- C[C@H](CO)N1C[C@H](C)[C@@H](CN(C)S(=O)(=O)c2ccc3ccccc3c2)OCc2cnnn2CCCC1=O
    1.0* | +
- Cc1ccc(NC(=O)NC(=O)COC(=O)c2ccc(O)cc2O)c(C)c1
    2.1 | i
- C[C@@H]1CN([C@@H](C)CO)C(=O)CCCn2cc(nn2)CO[C@H]1CN(C)S(=O)(=O)c1ccc(C#N)cc1
    1.6 | i
- COc1ccc(OC)c(C=NNC(=O)NN=Cc2cc(OC)ccc2OC)c1
    0.5 | i
- CN(c1ccc(-c2csc(NC(=O)CCCc3nc4ccccc4c(=O)[nH]3)n2)cc1)S(C)(=O)=O
    0.9 | i
- CN(CC(=O)Nc1ccc(Cl)c(C(F)(F)F)c1)C(=O)COc1cccc2cccnc12
    1.3 | i
- O=C(Nc1ccccn1)c1ccccc1
    1.2 | i
- O=C(NCCc1ccccc1F)c1cc(COc2ccc(F)cc2F)on1
    2.5 | i
- CCOC(=O)C1=NS(=O)(=O)NC(C)=C1
    0.5 | i
- O=C(NC(Sc1ccc(Cl)cc1)C(=O)O)c1ccccc1 (configuration not stated)
    0.7 | i
- COc1ccccc1C(NC(=O)C1CCN(CCOc2ccc(Cl)cc2Cl)CC1)c1ccccn1 (configuration not stated)
    0.4 | i
- COc1ccc(S(=O)(=O)NC(=O)C2(C)CCN2C(=O)c2c(C)noc2C)cc1 (configuration not stated)
    0.5 | i
- COC(=O)C[C@H]1CC[C@@H](NS(=O)(=O)c2ccc(C)cc2)[C@@H](CO)O1
    1.3 | i
- Cc1noc(C)c1-c1ccc(C(=O)Nc2cccc(NS(C)(=O)=O)c2)c2occc12
    0.5 | i
- CC(=O)Nc1ccc(CN2CCC(N3CCC(C(=O)NC4CC4)CC3)CC2)cc1
    2.1 | i
- COc1ccc(NC(=O)CCCOc2ccc(C(C)=O)cc2)cc1S(=O)(=O)N1CCCCC1
    1.4 | i
- CC(C)[C@H](NC(=O)c1ccc(Cl)cc1)C(=O)Nc1cccc(S(=O)(=O)N2CCOCC2)c1
    0.6 | i
- Nc1ccn([C@@H]2O[C@H](CN=C3NS(=O)(=O)c4ccccc43)[C@@H](O)[C@H]2O)c(=O)n1
    1.9 | i
- CC(=O)Nc1cc(-c2ccccc2N(C)C)cn2c(-c3ccc(S(C)(=O)=O)cc3)cnc12
    0.0 | i
- O=C1CCC(C2CCc3cc(O)ccc3C2)C1 (configuration not stated)
    1.3 | i
- CC(C)Oc1ccc(S(=O)(=O)N2CCOCC2)cc1NC(=O)CC1CC2CCC1C2 (configuration not stated)
    0.7 | i
- Clc1ccccc1CSc1cnnc2ccccc12
    1.4 | i
- CCCCNC(=O)C1(C)CCC(=O)N1CCOC (configuration not stated)
    0.8 | i
- COc1cc(/C=N/NC(=O)c2ccc3nc[nH]c3c2)cc(OC)c1OC(C)=O
    0.8 | i
- CCc1nc2ccc(C(=O)Nc3cccc(OC)c3)cn2c1N(CCC(C)C)CCN(C)C
    1.2 | i
- CSCCC(C(=O)NC(C)(C)C)n1c(-c2ccccc2)nc2ccccc21 (configuration not stated)
    4.0 | i

Next part:
Screens in order: Myeloid diff 2 GFP+ MAC1+ % | Myeloid diff 2
- Cc1nc2[nH]c(=S)[nH]c(=O)c2nc1C
    1.1 | i
- CN1OC[C@@H]2CN(Cc3ccc4c(c3)OCO4)[C@H](c3ccc(N4CCCCC4)cc3)C[C@@H]21
    0.7 | i
- CCOC1=C2[C@H](c3ccccc3)N(S(=O)(=O)c3ccccc3)C[C@H]2n2c(=O)n(-c3ccccc3)c(=O)n2C1
    0.7 | i
- CSc1ccc(Cn2c(C)c(C(=O)NCc3ccccc3C(F)(F)F)sc2=O)cc1
    2.8 | i
- C[C@H](N)C(=O)NC[C@H]1O[C@@H](n2cnc3c(N)ncnc32)[C@H](O)[C@@H]1O
    0.9 | i
- N#Cc1ccccc1S(=O)(=O)N1CCN(C(=O)c2cccc(S(=O)(=O)N3CCCC3)c2)CC1
    0.3 | i
- CCOc1ccc(NC(=S)N2CCC(C(=O)c3ccc(OC)cc3)CC2)cc1
    2.5 | i
- CCN(c1ccccc1)S(=O)(=O)c1cccc(C(=O)NCCOc2ccccc2OC)c1
    1.4 | i
